ARFGAP1 inh: inhibitors of rat ARFGAP1 | hit rate 0.26% among 360,000 | Arfgap1-stimulated ARF1 GTP hydrolysis, GDP FP detection | inhibition, % at 16.5 µM | AID 651572 | Q62848;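 active = inhibition above a per-plate limit, mean inhibition of low control wells plus 3 SD, cut at about 25% in these data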;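 also: 0% = DMSO wells with enzyme and 100% = wells lacking Arfgap1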
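Assay system: Rat Arfgap1 GAP domain (His6, aa 1-136), purified enzyme | Buffer or medium: HEPES 25 mM pH 7.5, NaCl 150 mM, MgCl2, DTT | Schedule: GTP hydrolysis reaction 2 h at 25 °C | Signal: FP of antibody-bound GDP Alexa 633 tracer, ex 620/em 688 nm | Measure: Percent inhibition of Arfgap1-stimulated GTP hydrolysis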
NPR1 activator: GC-A (human) enzyme activation. activation, % at 10 µM. hit rate 0.14% among 370,000. HEK293 GC-A cells, cGMP TR-FRET, EC30 ANP; 0% at EC30 ANP, 100% saturating ANP; in the data active = activation above about 40%
ADAM10 inh: inhibits human ADAM10 | O14672 | recombinant ADAM10, EDANS/DABCYL FRET peptide cleavage, 3 h | inhibition, % at 7 µM | hit rate 0.62% among 370,000 | AID 720582;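 active = inhibition above a per-campaign cutoff equal to the mean of compounds falling between control-based bounds plus 3 SD, cut at about 20% in these data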;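 also: 0% = DMSO wells while the 100% control is not disclosed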
Target sequence (O14672 214-748 limits assumed): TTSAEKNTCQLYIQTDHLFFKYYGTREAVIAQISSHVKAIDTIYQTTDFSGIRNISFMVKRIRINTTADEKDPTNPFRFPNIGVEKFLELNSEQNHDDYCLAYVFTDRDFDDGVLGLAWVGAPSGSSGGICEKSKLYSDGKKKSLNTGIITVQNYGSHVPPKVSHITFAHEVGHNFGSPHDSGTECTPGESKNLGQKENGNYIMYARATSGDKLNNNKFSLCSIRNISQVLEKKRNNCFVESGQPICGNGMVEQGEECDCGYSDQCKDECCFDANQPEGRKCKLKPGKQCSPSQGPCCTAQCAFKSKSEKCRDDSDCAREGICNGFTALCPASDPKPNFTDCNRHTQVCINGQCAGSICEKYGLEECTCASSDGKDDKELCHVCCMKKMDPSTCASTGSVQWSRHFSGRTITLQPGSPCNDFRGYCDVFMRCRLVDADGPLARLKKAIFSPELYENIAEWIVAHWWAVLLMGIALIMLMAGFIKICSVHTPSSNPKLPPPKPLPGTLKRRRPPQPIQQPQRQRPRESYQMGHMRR
sPLA2-III inh: Inhibits HGIII-sPLA2 liposome hydrolysis, primary screen; Q9NZ20; QFRET BODIPY PC-A2 liposome hydrolysis, fluorescence; inhibition, % at 12.2 µM; hit rate 0.56% among 370,000; AID 743126;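 active = inhibition above mean plus 3 SD of compounds lying within the high and low control bounds, cut at about 19% in these data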;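 also: 0% = median of test compound wells and 100% = no enzyme DMSO wells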
ASAP1 inh: blocks human ASAP1-stimulated Arf1 GTP hydrolysis; inhibition, % at 16.5 µM; hit rate 0.19% among 360,000; AID 624377; GDP FP detection; in the data active = inhibition above about 25%;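 also: 0% = vehicle with enzyme and substrate and 100% = no enzyme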
Target sequence (Q9ULH1 325-724 limits assumed): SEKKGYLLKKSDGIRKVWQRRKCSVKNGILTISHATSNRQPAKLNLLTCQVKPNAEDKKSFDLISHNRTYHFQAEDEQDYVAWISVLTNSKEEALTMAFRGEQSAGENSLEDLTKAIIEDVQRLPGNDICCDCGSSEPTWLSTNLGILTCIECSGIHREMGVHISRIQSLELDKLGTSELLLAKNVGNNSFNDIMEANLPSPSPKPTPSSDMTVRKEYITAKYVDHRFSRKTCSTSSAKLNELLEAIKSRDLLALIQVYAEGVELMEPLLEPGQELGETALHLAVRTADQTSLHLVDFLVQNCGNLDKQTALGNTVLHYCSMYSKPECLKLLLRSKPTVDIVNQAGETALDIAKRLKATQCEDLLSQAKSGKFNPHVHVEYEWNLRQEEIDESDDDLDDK
NPR2 activator: GC-B (human) receptor activation | HEK293-GC-B cells, CNP EC30, cGMP TR-FRET; 0% at EC30 CNP, 100% saturating CNP | activation, % at 10 µM | AID 1920062 | P20594 | hit rate 0.11% among 370,000;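 active = activation at 10 µM reaching about 35% in either raw or pattern-adjusted values, limit read from the data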
rCAG binder: r(CAG) repeat RNA binding | TO-PRO-1 dye displacement fluorescence | inhibition, % at 3 µM | hit rate 1.3% among 370,000 | AID 651821;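 active = inhibition above the plate cutoff, the mean of all test compounds on that plate plus 3 SD, cut at about 35% in these data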;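 also: 0% = DMSO alone and 100% = 100 µM mitoxantrone as full dye displacement; higher means more dye released from RNA so lower well fluorescence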
FXN GAA850 act: frataxin GAA850 promoter activation; HEK293 lucGAA850 FXN promoter luciferase reporter, 24 h; percent of 10 µM SAHA response; AID 540364; hit rate 0.56% among 360,000; activation, % at 6 µM;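 active = activation above the average of all compounds screened plus 3 SD, cutoff fixed separately per campaign, cut at about 7.5% in these data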;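 also: 0% = DMSO wells and 100% = 10 µM SAHA wells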
proKLK7 act: proKLK7 (human) activation, primary screen | purified proKLK7, EDANS-DABCYL substrate fluorescence; 100% is mature enzyme control, 0% vehicle | activation, % at 7 µM | hit rate 0.9% among 370,000;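 active = activation above the mean of all tested compounds plus 3 SD, computed per campaign excluding outliers beyond control limits, cut at about 13% in these data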
DDE Tn6 FP inh: inhibitors of Tn6 peptide binding to human fibrin DD(E); Fibrin DD(E) TRITC-Tn6 fluorescence polarization displacement; hit rate 0.21% among 370,000; P02675; AID 720509; inhibition, % at 8.3 µM;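 active = inhibition above a per-campaign cutoff: mean of compounds within control limits plus 3 SD, cut at about 15% in these data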;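 also: 0% = median of all compound wells on the plate and 100% = blocking peptide control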
An asterisk follows results filed as active; . = no result given.

Sequence of screens – ARFGAP1 inh	NPR1 activator	ADAM10 inh	sPLA2-III inh	ASAP1 inh	NPR2 activator	rCAG binder	FXN GAA850 act	proKLK7 act	DDE Tn6 FP inh
- COc1ccc(Cl)cc1NC(=O)CCc1nc(-c2ccccc2F)no1
→ -16	3	3	-10	-1	-1	-1	-1.1	0.1	0
- CCOc1ccc(NC(=O)Cn2nnc(C(=O)NCc3cccs3)c2N)cc1
→ 7	-2	-6	4	0	3	1	-0.1	-0.2	-3
- Cc1cc(C)c2cc(C#N)c(NCCCNC(=O)c3ccncc3)nc2c1
→ -9	-2	-263	-1	4	1	5	1.7	3.0	7
- CC1CCN(c2cc(N(C)CCO)c([N+](=O)[O-])c3nonc23)CC1
→ 0	-2	9	0	-12	-1	-1	1.2	0.1	3
- COc1ccc(-n2cc(-c3ccc(C)cc3)[n+]3c2SCC3)cc1
→ -9	4	-6	3	8	3	3	-2.8	-0.1	-3
- Cc1cccc(-n2c(-c3csc(C(C)C)c3)n[nH]c2=S)c1
→ -2	1	7	13	-5	-1	7	0.3	-0.1	5
- COc1ccc(C(C)(C)C)cc1S(=O)(=O)n1ccnc1C
→ -7	-1	1	-5	-3	-5	-5	3.1	0.0	4
- O=C(COC(=O)/C=C/c1ccc([N+](=O)[O-])cc1)NC(=O)NC1CCCCC1
→ -2	-2	-11	4	13	-1	1	-1.5	0.5	1
- CC(CCc1ccc(O)cc1)NCCC(c1ccccc1)c1ccccc1 (stereo not given)
→ 3	-51	5	-7	9	-28	8	-4.2	0.2	-8
- CC(C)C(=O)Nc1cccc(C(=O)NCCc2ccc(S(N)(=O)=O)cc2)c1
→ -6	-5	-14	0	-1	-3	8	-1.3	0.1	-7

Carrying on:
Sequence of screens – ARFGAP1 inh	NPR1 activator	ADAM10 inh	sPLA2-III inh	ASAP1 inh	NPR2 activator	rCAG binder	FXN GAA850 act	proKLK7 act	DDE Tn6 FP inh
- Cc1ccc(C)c(N2CCN(C(=O)CCc3nc(-c4cccc(Br)c4)no3)CC2)c1
→ -8	0	-4	3	16	8	3	-0.5	0.5	3
- CC1CCN(CCNC(=O)CCS(=O)(=O)c2ccc(Br)cc2)CC1
→ 4	4	-4	2	12	-4	-6	-0.7	0.1	13
- Cc1ccc(NC2CCCN(C(=O)CCN3CCOCC3)C2)cc1C (stereo not given)
→ -4	3	-1	-1	-3	1	-6	-0.1	0.3	-2
- Cc1cc(NC(=O)COC(=O)C(C)Oc2ccc(Cl)cc2Cl)no1 (stereo not given)
→ 6	7	1	-1	9	-1	2	0.5	0.5	4
- O=C([C@H](O)c1ccccc1)N1CCC[C@H]1CO
→ 10	2	-4	-4	-4	2	1	0.2	-0.1	4
- Cc1cc(C(=O)CSc2nc(N)cc(N)n2)c(C)n1-c1cccc(F)c1
→ 1	-2	-7	13	0	5	4	1.6	1.0	3
- Cc1csc(NC(=O)c2cccc(Cn3nc(C)c(Br)c3C)c2)n1
→ -5	8	20*	-19	5	7	-1	-2.2	-2.2	-8
- CCCCn1c(=O)[nH]c(=O)c2c1nc(-c1ccc(OCCC)c(OCC)c1)n2C
→ -2	-3	-6	6	-7	-5	-2	-0.7	0.0	2
- CN(C)CCC1(c2ccccc2)CCN(C)C1=O (stereo not given)
→ -1	-1	-10	2	-2	-1	3	1.6	0.1	5
- Cc1noc(C)c1S(=O)(=O)NCCc1ccc(S(N)(=O)=O)cc1
→ -1	3	-3	-1	0	3	3	0.8	0.4	2

Additional compounds.
Sequence of screens – ARFGAP1 inh	NPR1 activator	ADAM10 inh	sPLA2-III inh	ASAP1 inh	NPR2 activator	rCAG binder	FXN GAA850 act	proKLK7 act	DDE Tn6 FP inh
- CCN1CCN(C(=O)C2CCN(S(=O)(=O)N3CCC4(CC3)OCCO4)CC2)CC1
→ -11	3	-12	2	8	7	-4	0.1	-0.1	-1
- COc1cc(OC)c(C2C(C#N)=C(N)OC3=C2C(=O)CC(C)C3)cc1OC (stereo not given)
→ -8	3	-17	-4	9	-2	-1	-1.1	0.5	1
- CCOC(=O)c1ccc(S(=O)(=O)NNC(=O)COc2cccc(C)c2)cc1
→ 8	5	-1	-31	11	0	5	0.7	-0.2	2
- COc1ccc(N/C=C(/C(C)=O)c2ccccc2)cc1
→ 3	3	-1	-4	-10	2	-4	-1.5	0.3	2
- CCc1cccc(C)c1NC(=O)COC(=O)CSCc1ccccc1
→ -10	4	-5	-1	-6	-8	-2	-0.1	-0.1	-6
- CC(C)OC(=O)CCC1(C(=O)O)CCC(=O)NC1 (stereo not given)
→ 7	3	5	4	11	1	0	1.8	-0.9	8
- CC(=O)c1ccc(NC(=S)N2CCCCCC2)cc1
→ 5	4	-7	13	5	-1	-3	3.9	0.4	-8
- NC(=O)NCC(c1ccccc1)C1CCCCC1 (stereo not given)
→ -2	-10	-4	6	7	2	-3	0.5	0.4	-6
- Cc1c(NC(=O)c2cccc(NC(=O)Cc3ccccc3F)c2)c(=O)n(-c2ccccc2)n1C
→ 3	4	-1	0	0	-4	2	-0.3	-0.2	-1
- CC1(C)C2CCC1(C)C(NC(=O)CCN1CCCCC1)C2 (stereo not given)
→ 19	3	0	6	-2	9	-4	4.3	0.1	-4

Further entries follow.
Sequence of screens – ARFGAP1 inh	NPR1 activator	ADAM10 inh	sPLA2-III inh	ASAP1 inh	NPR2 activator	rCAG binder	FXN GAA850 act	proKLK7 act	DDE Tn6 FP inh
- NC(=O)C1(N2CCCCC2)CCN(C(=O)CSc2nc3ccccc3s2)CC1
→ -8	-1	1	-2	10	7	-5	2.5	0.3	17*
- O=C(NC(=S)NC1CCCCCC1)c1cncc(Br)c1
→ -2	15	11	14	-5	-1	0	8.3*	0.0	-1
- CC(C)c1ccc(N2C(=O)C(Cl)=C(N3CCOCC3)C2=O)cc1
→ 7	-2	-2	-3	7	-3	-2	-0.3	0.3	-6
- CC(C)(C)c1ccc(S(=O)(=O)NC(=O)C2(C)CCN2C(=O)C2CCCCC2)cc1 (stereo not given)
→ 0	-5	-15	-3	5	6	21	1.5	0.4	3
- CC(C)(C)C(=O)NC(CC(=O)O)c1ccccc1 (stereo not given)
→ -2	2	-1	1	-3	2	-1	-0.1	0.1	6
- CC(C)(C(=O)Nc1nccs1)c1ccccc1
→ -9	2	0	-1	1	-8	-2	0.1	-0.5	-3
- COc1ccc(C2C(=O)N(CCc3ccccc3)CC(=O)N2C2CCCCC2)cc1 (stereo not given)
→ -9	-19	0	-2	-15	-6	-9	0.7	0.0	7
- CCn1c(=O)c(C(=O)NNC(=O)c2ccccc2Br)c(O)c2ccccc21
→ 1	4	-29	19	4	-1	8	-1.3	-0.4	4
- O=C(O)c1cccnc1SCc1cccc(Cl)c1
→ 12	-1	-7	1	7	-4	-1	-0.9	-0.3	-3
- COC(=O)c1ccc(C23CC4(C2)[C@H](CN(Cc2ccc(-c5ccccc5)cc2)[C@@H]4c2ccccc2)C3c2ccc(Cl)nc2)cc1 (stereo not given in full)
→ -1	2	9	4	0	-6	10	.	-0.5	-10

More results follow:
Sequence of screens – ARFGAP1 inh	NPR1 activator	ADAM10 inh	sPLA2-III inh	ASAP1 inh	NPR2 activator	rCAG binder	FXN GAA850 act	proKLK7 act	DDE Tn6 FP inh
- COC(=O)c1c(NC(=O)CN2C(=O)NC3(CCc4ccccc4C3)C2=O)sc2c1CCCCC2 (stereo not given)
→ 8	7	-2	-9	5	4	15	2.2	-1.3	1
- COC(=O)c1c(NC(=O)c2ccnn2C)sc(C)c1C
→ 15	-1	4	2	-13	-3	3	-0.3	-0.1	1
- Cc1cccc(NC(=O)NCCN2CCN(c3ccccc3)CC2)c1C
→ 1	6	-6	6	11	1	-5	-0.6	-0.4	-6
- Cc1cccc(N(C(=O)Cn2nnc3ccccc32)C(C(=O)NC(C)(C)C)c2ccsc2)c1 (stereo not given)
→ 2	-12	9	0	8	-2	-2	-3.5	-0.1	4
- CC1(C(=O)NCc2ccccn2)C=CCN1C(=O)c1ccccc1 (stereo not given)
→ -4	3	8	6	0	5	-2	2.4	0.2	-1
- CCOC(=O)C(C)Sc1ncnc2c1nnn2-c1ccc(F)cc1 (stereo not given)
→ -1	0	2	5	-10	-10	-3	1.8	-0.6	0
- O=C1C=C(NCCN2CCOCC2)CC(c2ccccc2)C1 (stereo not given)
→ -2	-3	-6	6	2	-1	-3	1.1	0.3	-9
- CN(C)Cc1ccccc1-c1cccc2nccn12
→ 3	1	-331	3	-4	1	3	-0.6	19*	3
- Cn1cc(-c2ccccc2C(=O)O)c(=O)c2cc(Cl)ccc21
→ -8	1	-186	3	6	9	-4	1.8	0.9	2
- C[C@H]1CN([C@@H](C)CO)C(=O)c2cc(NC(=O)C3CCCCC3)ccc2O[C@H]1CN(C)C(=O)Nc1ccc2c(c1)OCO2
→ 1	2	1	-3	0	3	-3	1.9	0.8	2

Carrying on:
Sequence of screens – ARFGAP1 inh	NPR1 activator	ADAM10 inh	sPLA2-III inh	ASAP1 inh	NPR2 activator	rCAG binder	FXN GAA850 act	proKLK7 act	DDE Tn6 FP inh
- CCN(CC(=O)Nc1ccc(NC(C)=O)cc1)C(=O)CCCc1nc2ccccc2s1
→ 3	0	-15	8	-16	3	-1	-1.7	-0.1	6
- Cc1cc(NS(=O)(=O)c2ccccc2)c([N+](=O)[O-])cc1C
→ 1	0	10	-9	9	3	4	2.8	0.5	-4
- O=C(CSCc1ccc(Cl)cc1Cl)Nc1nccs1
→ -2	-3	2	3	-6	2	-2	1.2	-0.5	-4
- CC(Cl)C(=O)Nc1cc(C(C)(C)C)nn1-c1ccccc1 (stereo not given)
→ 10	4	-5	7	-2	-4	2	-2.2	0.0	-4
- Cc1snc(SCC(=O)c2ccc(F)cc2)c1C#N
→ 6	-16	-3	-24	-12	-15	-3	8.2*	-0.2	6
- NC(=O)c1ccsc1NC(=O)C1CCN(S(=O)(=O)c2cccs2)CC1
→ -4	0	-6	2	-9	-3	3	-0.5	-0.1	-2
- O=C(CCCOc1ccccc1)Nc1ccncc1
→ -13	-4	-1	-1	-6	-10	0	0.2	0.4	11
- Cn1c(=O)oc2cc(S(=O)(=O)NC3CCCc4ccccc43)ccc21 (stereo not given)
→ -3	-3	-7	15	-6	-5	0	0.8	0.5	-9
- Cc1nc(C(=O)NC2CC2)sc1C1(C)CC(c2cccc([N+](=O)[O-])c2)=NO1 (stereo not given)
→ 6	5	-23	-9	6	4	0	-1.5	-0.2	-2
